# Assay outcomes from PubChem.
# TDP1 cell CPT = growth inhibition of DT40 Tdp1-/-;hTDP1 cells with camptothecin (screen for TDP1 inhibitors); chicken DT40 Tdp1-/-;hTDP1 cells + 20 nM CPT, ATP luminescence, 48 h; Potency, µM (series often up to 46.2 µM), for the others: at the highest dose activity change, negative = growth inhibition, most hits filed as inhibitors; 12% of 420,000 active; AID 686979; also: nearly all actives have a fitted effect of over 55% in size
#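 Cell growth measured by CellTiter-Glo luminescence after a minimum 48 h, 37 C compound exposure with 20 nM CPT in Tdp1-knockout DT40 cells stably expressing hTDP1, seeded 400/well; qHTS titration format.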
# TDP1 cell noCPT = qHTS for Inhibitors of human tyrosyl-DNA phosphodiesterase 1 (TDP1): qHTS in cells in absence of CPT | DT40 Tdp1-/- hTDP1 cells, no CPT, ATP luminescence, 48 h | Potency, µM (doses to about 46.2 µM), without a hit: top-dose activity change, negative = growth inhibition, actives largely listed as inhibitors | 15% of 420,000 active; also: nearly all actives have a fitted effect of over 55% in size
#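 A cellular qHTS used chicken DT40 cells lacking endogenous Tdp1 but carrying stably transfected human TDP1. Compounds were applied without camptothecin, and cell growth kinetics were judged by ATP-dependent luminescence after ≥48 hr.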
# TDP1 inh = blocks human tyrosyl-DNA phosphodiesterase 1; recombinant TDP1, AlphaScreen DNA substrate cleavage; 0.28% of 350,000 active; Q9NUW8; Potency, µM (top dose mostly 130 µM), for the others: at the highest dose activity change, negative = inhibition, usual class: inhibitors; also: nearly all actives have a fitted effect of over 40% in size
# Target sequence (Q9NUW8 whole entry, looked up): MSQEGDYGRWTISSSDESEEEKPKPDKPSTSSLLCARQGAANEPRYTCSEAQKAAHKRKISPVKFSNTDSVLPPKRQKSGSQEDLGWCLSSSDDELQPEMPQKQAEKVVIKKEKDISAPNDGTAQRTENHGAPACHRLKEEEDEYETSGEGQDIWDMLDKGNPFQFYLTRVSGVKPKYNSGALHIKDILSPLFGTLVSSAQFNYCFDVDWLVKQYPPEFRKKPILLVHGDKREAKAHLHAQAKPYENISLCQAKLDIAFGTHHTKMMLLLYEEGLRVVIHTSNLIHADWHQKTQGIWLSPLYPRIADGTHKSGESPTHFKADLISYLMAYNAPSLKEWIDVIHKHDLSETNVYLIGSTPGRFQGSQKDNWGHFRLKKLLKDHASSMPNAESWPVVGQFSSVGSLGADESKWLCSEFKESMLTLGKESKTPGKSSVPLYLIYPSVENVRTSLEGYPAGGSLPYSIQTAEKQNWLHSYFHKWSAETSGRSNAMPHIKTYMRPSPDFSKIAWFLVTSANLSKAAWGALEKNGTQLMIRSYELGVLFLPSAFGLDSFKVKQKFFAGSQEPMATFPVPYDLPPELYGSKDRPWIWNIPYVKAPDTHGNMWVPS
#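 Steps: enzyme plus compound, 15 min RT; add biotin/phosphotyrosine-FITC oligonucleotide (15 nM final), react 5 min; add donor/acceptor beads (10 ug/ml final), 10 min; read AlphaScreen. Tdp1 at 1 nM final.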
# * = called active by the depositor; ? = inconclusive; / = no result given; & = joins results of further samples; [ ] = another dose, or the depositor's remark. Calls follow the shape of the dose curve; as a rule, active = well fitted curve in the direction sought with a large enough effect; inconclusive = small, poorly fitted or top-dose-only effect, or another doubt; inactive = no such curve, though single readings can be large; an effect the other way counts as inactive or inconclusive. % is scaled to controls: 0 for no effect and ±100 for the full control effect; potency is read from the fitted curve at half-maximal effect.
Molecule | TDP1 cell CPT | TDP1 cell noCPT | TDP1 inh
CC1(C)COC(/C=C/c2cccc([N+](=O)[O-])c2)=N1 | ? | 12µM* | -1%
CCOC(=O)Cc1ccc(NC(=O)c2ccccc2Br)cc1 | 1% | -1% | -2%
COc1cc(/C=N/OCC(=O)Nc2ccc(OC(F)F)cc2)ccc1OCc1ccccc1 | ? | ? | 1%
COc1ccc(-c2nc(CS(=O)CC(=O)NCc3ccc(Cl)cc3)c(C)o2)cc1 (stereo not given) | ? | ? | 3%
COc1ccc(-c2cc(C(=O)NCC(c3ccccc3)N(C)C)c3ccccc3n2)cc1OC (stereo not given) | ? | ? | /
COc1ccc(NC2=NCC(=O)N2Cc2cccs2)cc1 | -15% | -4% | 0%
Cc1ccc(NC(=O)CN(C)S(=O)(=O)c2cccc3cccnc23)c(C)c1 | ? | ? | 4%&-1%
O=C(CN1CCN(C(=O)c2ccccc2)CC1)Nc1ccc(Cl)cc1F | -19% | ? | 6%
CC(C)=CCOc1ccc(/C=C/C(=O)c2ccc(OCC=C(C)C)cc2OCC(=O)O)cc1 | 1% | 2% | 3%
CCN(C(C)=O)c1cccc2ccccc12 | 3% | -2% | 0%
Cc1cc(C)cc(NC(=O)C2CCN(S(=O)(=O)c3c(C)n[nH]c3C)CC2)c1 | 5% | -2% | 4%
O=C(N/N=C/c1ccc([N+](=O)[O-])cc1)c1ccccc1OCc1ccccc1 | -15% | ? | 2%
Cn1cc(CCCC(=O)NCc2ccccc2)c2ccccc21 | 1% | ? | /
Cc1cccc(C)c1N1C(=O)c2ccccc2NC(=O)C1C(=O)Nc1ccc2c(c1)OCCO2 (stereo not given) | -7% | -20% | /
CC(=O)Cc1nsc(NC(=O)c2oc(-c3ccccc3Cl)cc2C)n1 | -12% | -3% | 5%
CC(C)Cc1ccc(C(C)C(=O)Nc2nccs2)cc1 (stereo not given) | ? | ? | -1%
Nc1cc(N)nc(SCC(=O)N2CCc3ccccc32)n1 | ? | -26% | 2%
CCC(=O)N1CCCC(C(=O)NS(=O)(=O)c2cc(C)c(Cl)cc2C)CC1 (stereo not given) | 14% | -3% | /
CCOc1ccc(CN(C)CC(=O)Nc2ccc3c(c2)CCC3)cc1OC | ? | 16µM* | 4%
CC(=O)NC(Cc1ccc([N+](=O)[O-])cc1)C(=O)NCC(N)C(=O)c1ccccc1 (stereo not given) | 22µM* | 5.6µM* | /
CCC(C)Nc1nc2ccccc2n2c(C)nnc12 (stereo not given) | -19% | -21% | /
COC(C(=O)Nc1ccc(F)c(F)c1)c1ccccc1 (stereo not given) | -5% | 3% | /
O=C(NCCCCNC(=O)c1cccs1)c1cccs1 | 4% | -14% | 0%
COCCN(C(=O)COC(=O)C1CC(=O)N(c2ccc(C)cc2)C1)c1c(N)n(Cc2ccccc2)c(=O)[nH]c1=O (stereo not given) | -1% | -2% | /
COc1ccc(C2C(C(C)=O)=C(O)C(=O)N2c2nccs2)c(OC)c1 (stereo not given) | -4% | ? | 5%
CC1Cc2ccccc2N1C(=O)CN1C(=O)C(=O)N(Cc2ccccc2)C1=O (stereo not given) | -20% | -1% | -7%
CN(C)c1nc(N/N=C/c2c[nH]c3ccccc23)nc(N2CCOCC2)n1 | ? | ? | -1%
Cc1ccc([C@H]2C(C(=O)O)=CC[C@@H](c3ccc(C(C)C)cc3)N2S(=O)(=O)c2ccc(C)cc2)cc1 | -4% | -3% | 2%
Cc1cc(N2CCN(C(c3ccccc3)c3ccccc3)CC2)n2ncnc2n1 | 23µM* | ? | 6%
COCn1c(COc2ccccc2)nc2ccccc21 | ? | ? | 0%
COc1cccc(C(C(=O)NC(C)(C)C)N(CCC(C)C)C(=O)CCC(=O)Nc2cc(C)on2)c1OC (stereo not given) | ? | ? | -5%
Cc1c(C(=O)Nc2cccc(Cl)c2)c2ccccn2c1CCc1ccncc1 | ? | 23µM* | 8%
O/N=C(/CCc1ccccc1)c1ccc2c(c1)OCCO2 | 9% | ? | 6%
CCN(CC)S(=O)(=O)c1cc(NC(=O)COC(=O)CCC(=O)c2cccs2)ccc1C | 1% | -13% | 3%
C[C@]12CC[C@H](O)CC1=CCC1C2CC[C@@]2(C)C1CC[C@@H]2NC(=O)[C@@H](N)Cc1cnc[nH]1 (stereo not given in full) | -21% | ? | /
Cc1cccc(NC(=O)c2cccc(NC(=O)c3ccco3)c2)c1 | -25% | -13% | /
Cc1cc(C)c2nc3sc(C(=O)N4CCOCC4)c(N)c3cc2c1 | 0.58µM* | 0.21µM* | /
O=C(N/N=C/c1c[nH]c2ccccc12)c1cc(-c2ccccc2)n[nH]1 | 0% | -9% | 8%
C[C@@]12C(=O)Nc3ccc(Br)cc3C(=O)N1[C@H]1c3cc(Cl)ccc3OC[C@@H]1[C@@H]2c1ccccc1 | ? | 18µM* | 0%
CCCCNc1nc(-c2ccccc2)cc(C(F)(F)F)c1C(N)=O | ? | ? | -2%[56.1 µM]
CCOc1cccc(/C(O)=C2/C(=O)C(=O)N(CCOC)C2c2ccco2)c1 (stereo not given) | -20% | -20% | /
O=c1cc(CNCCCO)c2ccccc2[nH]1 | -11% | -20% | 10%
COC(=O)C1C(c2ccccc2)NC(=O)NC1(O)C(F)(F)Cl (stereo not given) | -2% | 5% | 5%
O=C(Nc1ccccc1)NC1CCN(Cc2ccccc2)CC1 | -13% | -1% | 1%
CCCn1c(CN2CCN(C)CC2)nc2ccccc21 | -23% | 5% | 7%
CC(=O)N/C(=N/c1nc(C)cc(C)n1)Nc1ccc(F)cc1F | 3% | ? | /
Cc1noc(C)c1COc1ccc(C(=O)NCCc2ccccn2)cc1 | -20% | -9% | 8%
Nn1c(=O)c2ccccc2n2c(SCc3ccccc3)nnc12 | -20% | ? | 3%
O=C(OCc1nnc(-c2ccccc2)o1)c1cc(S(=O)(=O)N2CCOCC2)c(Cl)cc1Cl | 21µM* | 7.3µM* | -5%
COc1ccc(-c2nnc(NC(=O)C3=COCCO3)o2)cc1 | ? | -101% | 6%

# Next results:
Molecule | TDP1 cell CPT | TDP1 cell noCPT | TDP1 inh
O=P(O)(O)COc1ccccc1P(=O)(c1ccccc1)c1ccccc1 | -18% | -21% | 2%
CCSc1nnc(NC(=O)Cc2cccc(OC)c2)s1 | -5% | -8% | 5%
C=CCN1C(=O)c2ccc(C(=O)N3CCN(S(=O)(=O)c4cccc(F)c4)CC3)cc2C1=O | 4% | -1% | -3%
O=C(N1CCCC1)C12CC3CCC(CC(C3)C1)C2 | -20% | ? | 2%
COc1cccc(NC(=O)c2ccc3c(c2)CCCC3)c1 | ? | ? | 3%
COC(=O)CN(c1cc(C(F)(F)F)ccc1Cl)S(C)(=O)=O | 10% | 3% | -3%
O=C(COc1cccnc1[N+](=O)[O-])c1ccc(Cl)s1 | 16µM* | 16µM* | 1%
CCOc1ccc(CN2CCN(CCCc3ccccc3)CC2CCO)cc1 (stereo not given) | ? | ? | /
COc1ccc(C(=O)O/N=C(\N)Cc2ccc([N+](=O)[O-])cc2)c(OC)c1 | 1.3µM* | 1.8µM* | /
Cc1ccc(CCNC(=O)C2CCN(S(=O)(=O)c3cccc4nonc34)CC2)cc1 | 1% | -3% | 0%
N#Cc1ccccc1NC(=O)CN1C(=O)NC(Cc2c[nH]c3ccccc23)C1=O (stereo not given) | -16% | -11% | 0%
O=C(Nc1ccc(N2CCOCC2)cc1)c1cc(-n2cnnc2)ccc1Cl | -25% | -4% | 2%
Cc1ccc(S(=O)(=O)N2CCOCC2)cc1NCC(=O)Nc1ccc(OC(F)(F)F)cc1 | ? | -11% | -3%
CC1=C(C(=O)OCC2CCCO2)C(c2ccccc2)NC(=O)N1 (stereo not given) | -25% | -24% | 2%
O=C(CNC(=O)c1cccnc1)N/N=C/c1ccc(O)cc1O | -26% | ? | /
CN1CCCC(OC(=O)c2ccc(S(=O)(=O)N(C)C)cc2)C1 (stereo not given) | -2% | -10% | /
CCOc1ccc(CCNC(=O)c2cn(-c3cccc(OC)c3)c(=O)c3ccccc23)cc1 | ? | 21µM* | 4%
COc1cc(C2Nc3ccccc3C(=O)N2Cc2ccco2)cc(OC)c1OC (stereo not given) | ? | ? | 3%
O=C(Nc1ccccc1)Nc1nnc([C@@H]2C[C@H](O)[C@@H](CO)O2)s1 | -24% | -19% | /
CC1CCN(S(=O)(=O)c2ccc(Cl)cc2Br)CC1 | 2% | -26% | -2%
O=C(CSCc1ccccc1)Nc1ccc2c(c1)C(=O)NC2=O | ? | -17% | 3%
CCCn1c2ccccc2c2cnn(CC(=O)NCCN(CC)CC)c(=O)c21 | -20%&-26% | ? | 6%
CN1CCN(c2ccc(C(F)(F)F)cc2NC(=O)Nc2ccccc2)CC1 | ? | ? | /
Cc1ccc(C(=O)Nc2ncc(C)s2)o1 | -27% | -25% | 5%
CCOC(=O)c1sc(NC(=O)CSc2n[nH]c(CC)n2)nc1C | -18% | -27% | 6%

# For reference, part of the list above:
Molecule | TDP1 cell CPT | TDP1 cell noCPT | TDP1 inh
O=P(O)(O)COc1ccccc1P(=O)(c1ccccc1)c1ccccc1 | -18% | -21% | 2%
CCSc1nnc(NC(=O)Cc2cccc(OC)c2)s1 | -5% | -8% | 5%
C=CCN1C(=O)c2ccc(C(=O)N3CCN(S(=O)(=O)c4cccc(F)c4)CC3)cc2C1=O | 4% | -1% | -3%

# More results.
# Each structure is followed by: TDP1 cell CPT	TDP1 cell noCPT	TDP1 inh
> CC1(C)OC(=O)C(=Cc2ccc[nH]2)C(=O)O1
→ 1%	7%	-5%
> CCCCSc1cnn(-c2ccccc2)c(=O)c1SCCCC
→ ?	?	-11%
> O=C(NC1CCCCC1)C(c1cccnc1)N(C(=O)CCl)c1ccccc1Cl (stereo not given)
→ ?	?	4%
> O=c1c2oc3ccccc3c2n(Cc2ccc(F)cc2)c(=O)n1Cc1ccco1
→ ?	?	5%
> O=C1CCC[C@@H]2C[C@@]3(C[C@@H]4CCN1[C@H]24)Nc1cc([N+](=O)[O-])ccc1NC3=NC1CCCCC1
→ 26µM*	11µM*	/
> O=C(NCc1nnc(SCC(=O)N2CCC(Cc3ccccc3)CC2)o1)c1ccco1
→ -9%	-3%	5%
> CC(=O)Nc1ccc(S(=O)(=O)NC2=NCN(CCOC(=O)c3ccccc3)CN2)cc1
→ -7%	-15%	3%
> Cn1c(N)c(C(=O)COC(=O)c2ccccc2C(=O)c2ccc(Cl)cc2)c(=O)n(C)c1=O
→ ?	15µM*	3%
> COc1cc2nc(CN3CCN(S(=O)(=O)c4ccc(Br)cc4)CC3)[nH]c(=O)c2cc1OC
→ ?	-11%	1%
> COC(=O)[C@H](C(C)C)N(Cc1ccccc1)S(=O)(=O)CCNC1CCCC1
→ 26µM*	?	0%[56.1 µM]
> O=C(CN(C(=O)CCC(=O)Nc1nccs1)c1ccc(F)c(Cl)c1)NCc1ccco1
→ -11%	-33%	9%
> Nc1ccc(C(=O)N2CCCC2)cc1CS(=O)(=O)c1ccc(Cl)cc1
→ 2%	0%	-1%
> C/C(=N\NC(N)=O)C1CC(Cc2ccccc2)C(=O)O1 (stereo not given)
→ 2%	7%	2%
> Nc1ncnc(Nc2cccc(C(F)(F)F)c2)n1
→ -29%	-14%	5%
> OCc1ccccc1-c1cnc2cccnn12
→ -1%	-10%	/
> O=C(NC1CC1)c1ccc(COc2ccc(F)cc2)o1
→ ?	?	1%
> CC(C)Sc1nnc(Cn2c(=O)sc3ccccc32)n1-c1ccccc1
→ ?	?	-8%
> OCCCN=C1CCCc2c1[nH]c1ccc(Cl)cc21
→ 2%	-13%	-2%
> Cc1nn(Cc2c(F)c(F)c(F)c(F)c2F)c(C)c1NC(=O)c1ccc(COc2ccc(Cl)cc2Cl)o1
→ 21µM*	15µM*	3%
> CC(OC(=O)c1ccccc1C(=O)N(C)Cc1ccccc1)C(=O)NC1(C#N)CCCCC1 (stereo not given)
→ -21%	-20%	-7%
> COc1ccccc1NC(=O)Cc1noc(CSc2nnc(C)s2)n1
→ 6%	11%	5%
> COCCNC(=O)C(c1cccs1)N(Cc1ccccc1)C(=O)Cn1nnc2ccccc21 (stereo not given)
→ -31%	-29%	-2%

# Results in TDP1 cell CPT, for some of the entries so far:
molecule	TDP1 cell CPT
O=C(NC1CC1)c1ccc(COc2ccc(F)cc2)o1	?
CC(C)Sc1nnc(Cn2c(=O)sc3ccccc32)n1-c1ccccc1	?
OCCCN=C1CCCc2c1[nH]c1ccc(Cl)cc21	2%
Cc1nn(Cc2c(F)c(F)c(F)c(F)c2F)c(C)c1NC(=O)c1ccc(COc2ccc(Cl)cc2Cl)o1	21µM*
CC(OC(=O)c1ccccc1C(=O)N(C)Cc1ccccc1)C(=O)NC1(C#N)CCCCC1 (stereo not given)	-21%
COc1ccccc1NC(=O)Cc1noc(CSc2nnc(C)s2)n1	6%
